Screening data (PubChem)
D1 mod = D1 dopamine receptor (human) allosteric modulation | HEK293 D1, CRE-luciferase, dopamine EC30 potentiation; actives deviate in either direction | B-score at 10 µM | actives 5.9% (n = 58,000);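 active = luminescence count or its row- and column-corrected plate score outside the 99.7% band of the plate's sample wells, on either side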
Target sequence (P21728 whole entry, looked up): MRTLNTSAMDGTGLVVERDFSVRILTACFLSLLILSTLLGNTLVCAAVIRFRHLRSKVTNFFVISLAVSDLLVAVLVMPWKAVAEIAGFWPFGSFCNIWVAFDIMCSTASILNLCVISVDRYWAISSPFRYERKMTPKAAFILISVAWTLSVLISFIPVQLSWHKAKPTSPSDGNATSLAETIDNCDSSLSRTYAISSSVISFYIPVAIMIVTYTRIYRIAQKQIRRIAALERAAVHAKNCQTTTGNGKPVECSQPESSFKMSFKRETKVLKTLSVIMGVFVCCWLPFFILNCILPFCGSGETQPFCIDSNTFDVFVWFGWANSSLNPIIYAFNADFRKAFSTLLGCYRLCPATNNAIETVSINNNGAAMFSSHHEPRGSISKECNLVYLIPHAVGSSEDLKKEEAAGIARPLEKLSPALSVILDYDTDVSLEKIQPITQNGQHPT
Ecoli tolC = E. coli tolC mutant growth inhibition | E. coli BW25113 tolC mutant growth, OD615 | growth inhibition, % at 10 µM (by protocol) | actives 2.2% (n = 65,000) | AID 573;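 active = growth inhibition at or above a cutoff equal to the mean over every tested compound plus 3 SD, cut at about 60% in these data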;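 note: growth measured after 20 h incubation at 37 °C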
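Assay system: tolC-deleted E. coli BW25113. Medium: kanamycin-containing LB broth (50 µg/mL). Dosing: 10 µM final, single dose. Timing: bacterial growth with compound for 20 h at 37 °C. Detection: A615 absorbance measurement. Read-out basis: growth inhibition in percent.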
Jurkat viability = reduces viability or proliferation of Jurkat cells; Jurkat E6.1 viability, ATP luminescence, 48 h; inhibition, % at 4 µM; actives 1.2% (n = 56,000);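 active = inhibition above the mean inhibition of all tested compounds plus 3 SD, cut at about 28% in these data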
NADH enzymes = inhibition of NAD/NADH coupling enzymes, library profiling; IC50, µM (titrated, usually from 10 µM), for inactives: at the top dose inhibition; actives 0.02% (n = 65,000); AID 774; coupled PK/LDH NADH assays, four targets;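 active = single-dose screening hits from any of four coupled enzyme assays that gave an IC50 when retested across doses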;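 note: the DPM-DC format reads NADH fluorescence rather than 340 nm absorbance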
HEK293 NFkB inh = lowers PMA/ionomycin-induced NF-kB signal in HEK293 cells; actives 0.21% (n = 62,000); AID 465; inhibition, % at 3 µM; HEK-293 NF-kB luciferase reporter, luminescence;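 active = inhibition above the mean of all tested compounds plus 3 SD, cut at about 40% in these data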;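 note: 0% = stimulated DMSO wells and 100% = 10 µM reference inhibitor 5653914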
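System – HEK-293 cells with stable firefly luciferase reporter driven by four HIV NF-kB elements · Doses – one dose, 3 µM · Schedule – 1 h compound pre-incubation, 16 h PMA/ionomycin at 37 °C · Technique – luminescence from luciferase substrate reagent · Measure – percent inhibition normalized per plate to DMSO and reference-inhibitor controls · Replicates – tested once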
SF-1 act = activators of human nuclear receptor SF-1. actives 1.9% (n = 65,000). CHO-K1 Gal4-SF-1 LBD luciferase reporter; % increase over DMSO SF-1-specific signal. AID 522. activation, % at 10 µM. Q13285;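 active = activation above the mean activation of all tested compounds plus 3 SD, cut at about 50% in these data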
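Assay system: CHO-K1 cells co-transfected with Gal4 DBD–human SF-1 LBD, 5xGal4 luciferase reporter; doses: 10 µM only; incubation: 20 h compound exposure at 37 °C after 1 h cell settling; signal: luciferase light emission; evaluation: percent activation versus DMSO; repeats: one test per compound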
M1 ag = activates the M1 muscarinic receptor; CHO-M1 cells, Fluo-4 calcium fluorescence, agonist mode; hits give high values; B-score at 10 µM; actives 3% (n = 64,000); AID 626;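 active = fluorescence rise, raw or as B-score row- and column-corrected plate score, outside the 99.7% band of its plate's samples, either direction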
TNAP act DEA = activates human TNAP at intermediate phosphate acceptor concentration. activation factor at 20 µM. 64,000 tested, under 10 active. P05186. purified TNAP, CDP-star luminescence, 100 mM DEA, 30 min; hits give high values; scale: 0 levamisole-inhibited, 1 vehicle-only enzyme;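 active = activation factor of at least 2 at 20 µM, relative to controls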
M1 antagonist = antagonists of rat M1 muscarinic receptor; P08482; CHO-M1 cells, Fluo-4 calcium, ACh EC80 antagonist mode; hits give low values; actives 3.4% (n = 64,000); B-score at 10 µM; AID 628;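 active = calcium fluorescence response, raw or row-and-column corrected B-score, differing from the plate sample mean either way at a set confidence level, mostly lower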
Target sequence (P08482 whole entry, looked up): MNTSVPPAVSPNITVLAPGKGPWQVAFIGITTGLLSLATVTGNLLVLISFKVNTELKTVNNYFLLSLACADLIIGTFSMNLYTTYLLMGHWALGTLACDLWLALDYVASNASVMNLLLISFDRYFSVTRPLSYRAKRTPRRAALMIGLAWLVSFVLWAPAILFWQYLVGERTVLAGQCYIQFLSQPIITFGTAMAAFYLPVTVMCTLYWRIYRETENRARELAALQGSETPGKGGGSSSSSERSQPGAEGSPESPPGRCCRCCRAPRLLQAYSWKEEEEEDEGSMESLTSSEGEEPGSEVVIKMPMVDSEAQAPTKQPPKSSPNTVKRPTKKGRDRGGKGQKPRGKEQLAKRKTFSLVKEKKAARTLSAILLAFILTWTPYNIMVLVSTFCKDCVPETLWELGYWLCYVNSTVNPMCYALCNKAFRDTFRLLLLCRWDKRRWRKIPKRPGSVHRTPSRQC
The depositor's hits bear a star; / = no result given; [ ] = dose if it differs, or a comment.

SMILES	D1 mod	Ecoli tolC	Jurkat viability	NADH enzymes	HEK293 NFkB inh	SF-1 act	M1 ag	TNAP act DEA	M1 antagonist
O=C(Nc1nnc(-c2ccco2)s1)c1ccccc1	-4.5*	-8	1	4%	-38	12	-0.019	1	-0.35
OC1CCCN(Cc2ccc3c(c2)Cc2ccccc2-3)C1 (configuration not stated)	-0.55	-2	-1	14%	9	6	-0.092	0.9	-1.4
Cc1ccc(SCc2nnc(N)s2)cc1	-1	12	/	1%	/	13	-0.26	0.9	0.68
O=C(CSc1ccc2nnc(-c3ccncc3)n2n1)NCC1CCCO1 (configuration not stated)	-0.055	-20	-5	6%	-2	15	0.13	0.9	0.15
COc1ccccc1CN1C(=O)[C@@H]2C(CCC(N)=O)NC3(C(=O)Nc4c3ccc(Cl)c4C)[C@@H]2C1=O (some centres not stated)	-0.48	-3	-5	8%	-4	3	-1.6	1	0.2
CCn1c(CNc2nc(-c3ccccc3)cs2)nnc1SCC(=O)NCc1ccco1	1	9	4	4%	-7	45	0.083	1	0.25
CC1(C)CC(=O)C=C(NCCN2CCN(C(=O)Nc3ccc(Cl)c(Cl)c3)CC2)C1	-0.071	61*	2	7%	2	-15	-0.2	0.9	-0.083
Cc1cc(NC(=O)CS(=O)(=O)c2cn(Cc3ccccc3Cl)c3ccccc23)no1	0.27	38	/	5%	15	11	0.081	0.9	3.7*
O=C(NCc1ccco1)c1cc(-c2ccc(F)cc2)on1	-1.8	-5	-6	4%	-11	37	-0.18	1	0.72
O=C(COc1ncnc2ccccc12)NCCC1=CCCCC1	-0.46	15	3	0%	16	-5	0.14	1	0.38
CC(=O)NCCn1c(SCC(=O)NCC2CCCO2)nc2ccccc2c1=O (configuration not stated)	-0.52	-15	-2	2%	5	13	-0.14	0.9	-0.082
Cc1cc(CNC(=O)Cc2c(F)cccc2Cl)nn1C	0.57	-11	3	5%	9	19	-1.1	1.1	0.02
CCSc1nc2ccccc2n1CCC(=O)O	1.3	-18	-5	3%	7	0	-0.54	0.9	-0.13
Cc1ccc(S(=O)(=O)N2C(=S)SCC2(C)C)cc1	1.3	18	12	7%	-4	-16	-0.013	0.9	0.76
Cc1cccc(-c2c3c(=O)n(C)c(=O)n(C)c3cn2CC2CCCO2)c1 (configuration not stated)	-0.29	23	1	4%	24	-12	0.26	1	-0.1
CC1C(=O)C(C)C(c2ccco2)NC1c1ccco1 (configuration not stated)	-0.017	-35	0	3%	7	-14	-0.69	0.9	-0.23
O=C(CSc1ncccn1)NCCc1ccccc1	0.88	-9	-7	5%	21	-11	/	1	/
CCn1cc(SCC(N)=O)c2ccccc21	/	-4	-4	4%	-5	3	-0.6	1	0.017
CC(C)=CCC(C)(C)C1OCCN1C(=O)c1ccccc1 (configuration not stated)	0.076	21	4	2%	22	-8	0.69	0.9	1.4
CC(NC(=O)COc1ccccc1)C(=O)NC1=NCCS1 (configuration not stated)	-0.043	-12	-2	3%	8	0	-1.1	0.9	-0.75
C#CCOC(=O)c1ccccc1C(=O)OCC#C	1.9	-3	-6	5%	1	17	-0.32	0.9	-0.14
COC(=O)[C@H]1CCCN1C(=O)Nc1cccc(Oc2c(F)c(F)c(F)c(F)c2F)c1	/	2	/	7%	/	-10	0.54	0.9	0.36
O=C(C1=C(O)C(=O)N(Cc2ccccc2)C1c1cccnc1)c1ccco1 (configuration not stated)	-0.65	-1	/	8%	15	11	0.38	1	0.24
Cc1occc1-c1nnc(SCC(=O)c2cc3ccccc3oc2=O)o1	-0.95	8	9	5%	13	2	-1.2	0.9	-0.19
CCN(CC)S(=O)(=O)c1ccc(-c2nnc(SCc3nnc(-c4ccccc4)o3)o2)cc1	-0.47	8	1	6%	0	-13	0.56	0.9	0.53

Arranged by the number under D1 mod (highest first): some entries from above.
| Structure | D1 mod | NADH enzymes | SF-1 act | M1 ag | TNAP act DEA | M1 antagonist |
| --- | --- | --- | --- | --- | --- | --- |
| C#CCOC(=O)c1ccccc1C(=O)OCC#C | 1.9 | 5% | 17 | -0.32 | 0.9 | -0.14 |
| O=C(CSc1ccc2nnc(-c3ccncc3)n2n1)NCC1CCCO1 (configuration not stated) | -0.055 | 6% | 15 | 0.13 | 0.9 | 0.15 |
| O=C(C1=C(O)C(=O)N(Cc2ccccc2)C1c1cccnc1)c1ccco1 (configuration not stated) | -0.65 | 8% | 11 | 0.38 | 1 | 0.24 |

Next part:
SMILES	D1 mod	Ecoli tolC	Jurkat viability	NADH enzymes	HEK293 NFkB inh	SF-1 act	M1 ag	TNAP act DEA	M1 antagonist
COc1cccc(-c2nc(CS(=O)(=O)CC(=O)NCCC(C)C)c(C)o2)c1	1.1	-10	0	4%	12	-5	-0.2	1	0.037
COc1ccc(OC)c(C2=NOC(C(=O)Nc3cc(C)nn3-c3ccccc3)C2)c1 (configuration not stated)	0.65	-12	-12	2%	-2	4	-1	0.9	0.44
O=C(CN1CCN(S(=O)(=O)c2ccc(Br)cc2)CC1)Nc1ccc2c(c1)OCO2	/	6	2	2%	4	3	-0.46	1	-2.1
CCCCOC(=O)c1ccc(NS(=O)(=O)c2cc(-c3nnnn3CC)ccc2OC)cc1	2.1	33	9	7%	18	-8	-0.12	0.9	0.6
Cc1cc(C)nc(-n2nc(C)cc2NC(=O)CN2CCCC(C)C2)n1 (configuration not stated)	-1.3	10	3	8%	15	-1	-0.53	1	-0.2
CN1CCN(Cc2c(O)ccc3c(-c4ccccc4)cc(=O)oc23)CC1	-1.4	-13	/	2%	/	-9	-0.062	1	-1.5
O=C(NCCc1ccc2c(c1)OCCO2)c1cc2ccccc2o1	-0.44	7	2	5%	2	2	5.9*	1	-3.3*
CCOC(=O)/C=C1\SCC(=O)N1Cc1nnc(-c2ccccc2Br)o1	/	11	1	1%	15	8	-0.66	0.9	-0.0029
O=C(CCC(=O)CCN1CCCCC1)CCN1CCCCC1	/	2	/	0%	/	-26	-0.24	0.9	0.56
O=C(c1noc2c1CCCC2)N1CCN(C(c2ccccc2)c2ccccc2)CC1	0.047	12	2	11%	1	-2	-0.16	0.9	0.027
CNC(=O)c1ccc(Oc2ccc(C(=O)NC)cc2)cc1	0.084	-24	1	6%	-10	16	0.27	0.9	-0.027
CC(c1ccccc1)N1CC(C(=O)N2CCN(c3ccccc3)CC2)CC1=O (configuration not stated)	-0.5	-7	-1	4%	14	6	-0.21	0.9	0.12
CCN(CC)C(=O)CN1CCN(c2ncccn2)CC1	0.78	1	-3	11%	20	3	1.3	0.9	0.21
CCSCCC(NC1=CC(=O)CC(C)(C)C1)C(=O)O (configuration not stated)	0.22	-15	-5	3%	2	10	-0.79	0.9	-0.031
Cc1nc2ccccc2n1CC(=O)OCC(=O)Nc1ccc2c(c1)OCCO2	0.26	-22	0	4%	16	-3	-0.64	0.9	0.92
CCOC(=O)c1c(N)sc2c1CCS(=O)(=O)C2	2	-15	1	5%	10	-5	-0.63	1	-0.014
O=C(N1CCOCC1)N1CCN(c2ccccc2F)CC1	-0.2	7	4	4%	-8	-11	-1.2	0.9	-0.67
COc1ccc(-c2csc(Cc3nnc(N4CCOCC4)n3-c3ccccc3)n2)cc1	0.18	4	/	6%	15	1	0.29	1	-0.086
O=C(CN1C(=O)c2ccccc2S1(=O)=O)NCc1ccccn1	-0.32	-15	-5	3%	17	-6	-0.095	1	0.13
Cc1ccc2c(C)nc(NC3=NCN(C(C)C)CN3)nc2c1	-1.6	-20	-4	2%	-6	-15	-0.3	1	-0.14
CCOC(=O)N1CCN(C(=O)CCc2ccc(S(=O)(=O)NCCc3ccccc3)cc2)CC1	-1.3	19	4	3%	18	12	-0.73	0.8	-1.5
c1ccc(Cn2nnnc2C(c2ccccc2)N2CCN(c3nc4ccccc4s3)CC2)cc1 (configuration not stated)	/	15	0	6%	14	10	-1.4	0.9	-2.1*
CC(C)(C)NC(=O)/C=N/O	/	1	/	3%	/	-2	-0.48	0.9	-0.19
Cc1nn(-c2nc3ccccc3s2)c(N)c1Sc1ccc(F)cc1	0.14	5	6	2%	15	63*	0.0044	1.1	0.081
O=c1cc(CSc2nnnn2-c2ccccc2)nc2nc[nH]n12	-0.58	-7	-6	1%	2	9	-0.062	0.9	-2.1*

Another view of 2 compounds above.
CCOC(=O)c1c(N)sc2c1CCS(=O)(=O)C2
  D1 mod = 2
  Ecoli tolC = -15
  Jurkat viability = 1
  NADH enzymes = 5%
  HEK293 NFkB inh = 10
  SF-1 act = -5
  M1 ag = -0.63
  TNAP act DEA = 1
  M1 antagonist = -0.014
O=C(N1CCOCC1)N1CCN(c2ccccc2F)CC1
  D1 mod = -0.2
  Ecoli tolC = 7
  Jurkat viability = 4
  NADH enzymes = 4%
  HEK293 NFkB inh = -8
  SF-1 act = -11
  M1 ag = -1.2
  TNAP act DEA = 0.9
  M1 antagonist = -0.67

(continued)
SMILES	D1 mod	Ecoli tolC	Jurkat viability	NADH enzymes	HEK293 NFkB inh	SF-1 act	M1 ag	TNAP act DEA	M1 antagonist
CCOC(=O)c1c(CN(C)C)n(C)c2ccc(OC(C)=O)cc12	-0.98	-1	2	2%	20	-2	-0.03	1	0.22
CC1(C)CC(=O)C(C(c2cccnc2)C2C(=O)CC(C)(C)CC2=O)C(=O)C1	-5.5*	-4	-2	3%	17	-34	-0.27	0.9	1.1
COc1ccc(-c2noc(CN(C(=O)C(C)(C)C)C(C)C)n2)cc1	0.14	5	-5	3%	-15	29	0.74	0.9	-0.0013
CCn1c(SCC(=O)NCCc2ccc(OC)c(OC)c2)nc2c1c(=O)n(C)c(=O)n2C	0.21	-11	-4	6%	-2	-6	-0.18	0.8	-0.16
CNC(=O)c1ccc2nc(NC(C)=O)sc2c1	-0.21	-10	-6	1%	2	6	0.33	0.9	-1.2
CCN(CC)S(=O)(=O)c1ccc(C(=O)NCC(c2cccs2)N2CCOCC2)cc1 (configuration not stated)	-0.83	-16	/	4%	6	0	-0.13	0.9	0.0015
CCc1ccccc1N(CC(=O)NCCSCc1ccco1)S(C)(=O)=O	0.022	-11	1	5%	10	5	-0.93	1	0.0062
O=C(NCCN1C(=O)C2C3C=CC(C3)C2C1=O)N1CCOCC1 (configuration not stated)	0.0042	-15	-4	1%	6	-7	0.066	0.9	-0.14
CC1(C)Cc2c(C#N)c(NC3CCCCC3)nc(-c3ccco3)c2CO1	3.4*	-2	1	4%[fluoresces]	11	0	-0.34	1	0.3
CCOC(=O)C1CCCN(C(=O)c2cn(C)c3ccc(S(=O)(=O)N4CCCC4)cc3c2=O)C1 (configuration not stated)	-0.25	-17	1	5%	12	-4	/	0.9	/
CCN(CC)c1nc2ccccc2n2cnnc12	2.6	1	3	18%	2	6	0.74	1	-0.33
O=C1CCc2cc(S(=O)(=O)N3CCN(Cc4ccc5c(c4)OCO5)CC3)ccc2N1	-0.13	-6	1	3%	6	-6	-0.014	0.9	-0.49
Cc1ccnc(NC2c3ccccc3C(=O)N2Cc2ccccc2Cl)c1 (configuration not stated)	-0.011	17	1	2%	7	-38	0.51	1	0.95
CCCCCC(=O)Nc1ccc(N2CCN(S(C)(=O)=O)CC2)cc1	-0.18	-8	9	4%	14	0	-2.3*	0.9	-0.42
COc1cc(CNc2nc3ccccc3[nH]2)cc(OC)c1OC	0.65	-2	5	11%	21	-8	1	/	0.75
Cc1cc(C)n(-c2ncnc3sc4c(c23)CC(C)CC4)n1 (configuration not stated)	3.5	-13	-2	12%	15	-6	0.12	0.9	-1.2
Cc1cccc(C)c1NC(=O)Cn1c(=O)n(CCC(=O)NCc2ccco2)c(=O)c2sccc21	0.057	-11	-4	7%	13	-6	0.012	0.8	0.33
